Assay outcomes deposited in PubChem BioAssay by Sanford-Burnham Center for Chemical Genomics.
APOBEC3G inh – APOBEC3G DNA deaminase inhibitors, primary screen, biochemical, fluorescence, single-stranded DNA substrate, uHTS. DNA dC->dU-editing enzyme APOBEC-3G (Homo sapiens), Q9HC16. inhibition, % at 20 µM. hit rate 0.28% among 330,000. recombinant A3G, ssDNA deamination FAM/TAMRA fluorescence;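 active = inhibition of at least 40% at 20 µM, with no more than 30% in the related APOBEC3A deaminase screen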;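 also: plate controls were DMSO wells with A3G for no effect and wells lacking A3G enzyme for full effect; some compounds called inactive have numbers as strong as hits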
Target sequence (Q9HC16 whole entry, looked up): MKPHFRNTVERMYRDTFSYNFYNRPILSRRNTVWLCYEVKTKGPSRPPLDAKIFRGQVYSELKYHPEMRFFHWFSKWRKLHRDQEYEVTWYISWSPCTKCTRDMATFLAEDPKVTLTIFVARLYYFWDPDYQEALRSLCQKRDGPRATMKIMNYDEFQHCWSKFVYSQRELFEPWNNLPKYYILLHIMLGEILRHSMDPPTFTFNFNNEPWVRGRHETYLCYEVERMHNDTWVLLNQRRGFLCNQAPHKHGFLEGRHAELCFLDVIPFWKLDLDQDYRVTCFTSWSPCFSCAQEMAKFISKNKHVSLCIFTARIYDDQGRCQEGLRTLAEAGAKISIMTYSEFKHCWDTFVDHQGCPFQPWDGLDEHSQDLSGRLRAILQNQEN
TIM10 inh – growth inhibitors of isogenic TIM10 control yeast, primary screen, counter-screen for tim10-1 yeast inhibitor project, luminescence, uHTS; S. cerevisiae TIM10 strain growth, BacTiter-Glo luminescence, 24 h; inhibition, % at 10 µM; hit rate 1.4% among 330,000;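 active = inhibition of 40% or more at the single tested concentration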;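 also: wild-type TIM10 isogenic control strain grown at permissive 25 °C; 0% = DMSO yeast wells and 100% = minimal medium wells without yeast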
mIAP inh – inhibitors of mouse IAP, primary screen, biochemical, luminescence, uHTS; intestinal alkaline phosphatase [Mus musculus]; purified mouse IAP, CDP-Star luminescence, 30 min; inhibition, % at 10 µM; hit rate 0.2% among 330,000; AID 2806, 2010;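 active = inhibition of at least 40% at 10 µM in the primary screen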;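 also: plate controls were DMSO with enzyme for no effect and no enzyme wells for full effect; values of inactives mirror those of a sister screen read the other way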
hIAP inh – human IAP inhibitors, primary screen, biochemical, luminescence, uHTS. hit rate 0.12% among 330,000. purified IAP, CDP-Star luminescence, 30 min. inhibition, % at 10 µM. Intestinal-type alkaline phosphatase (Homo sapiens), P09923;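 active = inhibition reaching a set limit with compound at 10 µM in the primary screen, cut at about 35% in these data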;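 also: plate controls were DMSO wells with enzyme for no effect and no-enzyme buffer wells for full effect; values of inactives mirror those of a sister screen read the other way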
Target sequence (P09923 whole entry, looked up): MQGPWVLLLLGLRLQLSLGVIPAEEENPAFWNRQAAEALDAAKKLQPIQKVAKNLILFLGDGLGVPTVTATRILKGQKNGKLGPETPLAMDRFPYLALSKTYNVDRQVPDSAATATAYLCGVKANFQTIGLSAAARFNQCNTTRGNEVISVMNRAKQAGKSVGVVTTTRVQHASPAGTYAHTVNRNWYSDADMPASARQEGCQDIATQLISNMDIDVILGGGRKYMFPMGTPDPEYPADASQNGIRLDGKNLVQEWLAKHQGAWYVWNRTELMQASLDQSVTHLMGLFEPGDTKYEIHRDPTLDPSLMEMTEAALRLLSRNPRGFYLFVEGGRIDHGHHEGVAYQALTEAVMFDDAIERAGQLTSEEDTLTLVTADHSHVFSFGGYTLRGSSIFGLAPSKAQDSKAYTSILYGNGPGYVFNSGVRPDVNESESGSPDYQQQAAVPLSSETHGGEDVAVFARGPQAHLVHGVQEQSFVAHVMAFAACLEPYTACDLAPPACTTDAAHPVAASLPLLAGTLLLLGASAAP
MIN6 prolif – inducers of MIN6 beta-cell proliferation, primary screen, ATP luminescence, uHTS; MIN6 cells proliferation, ATPlite luminescence, 48 h; cells starved in 0.2% serum; 100% = growth in 10% serum; proliferation, % at 10 µM; hit rate 0.29% among 330,000;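 active = compounds whose signal lies at least 3.5 SD above the mean of all wells on their plate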;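 also: 0% = DMSO-treated cells in low-serum medium and 100% = 10% serum control; some compounds called inactive have numbers as strong as hits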
A3A deaminase – APOBEC3A ssDNA deaminase inhibitors, primary screen, selectivity assay for APOBEC3G inhibitor project, biochemical, FAM/TAMRA oligo cleavage fluorescence; DNA dC->dU-editing enzyme APOBEC-3A (Homo sapiens), P31941; recombinant A3A, FAM/TAMRA ssDNA deamination fluorescence; inhibition, % at 20 µM; hit rate 0.41% among 330,000; AID 493011, 2011;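 active = at least 40% inhibition at 20 µM here, with at most 30% in a related deaminase screen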;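 also: plate controls were A3A with DMSO for no effect and wells lacking A3A enzyme for full effect; some results filed as inactive read as strong as hits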
Target sequence (P31941 whole entry, looked up): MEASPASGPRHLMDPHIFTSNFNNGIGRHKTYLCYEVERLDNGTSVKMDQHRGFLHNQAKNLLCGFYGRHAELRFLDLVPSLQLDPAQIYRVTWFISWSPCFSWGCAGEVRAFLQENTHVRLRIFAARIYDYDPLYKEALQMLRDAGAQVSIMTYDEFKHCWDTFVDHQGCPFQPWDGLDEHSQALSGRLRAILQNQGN
NALP3 yeast inh – NALP3 inflammasome inhibitors in reconstituted yeast, primary screen, luminescence, uHTS | AID 2825, 2010 | hit rate 0.39% among 330,000 | inhibition, % at 10 µM | Yeast reconstituted NLRP3/ASC/caspase-1, beta-gal luminescence, 24 h;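 active = inhibition of 50% or more; inactive = inhibition below 50%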;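 also: plate controls were induced DMSO wells for no effect and uninduced yeast grown without galactose for full effect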
tim10-1 inh – growth inhibitors of tim10-1 mutant yeast, primary screen, luminescence, uHTS; hit rate 2.2% among 330,000; S. cerevisiae tim10-1 ts strain growth, BacTiter-Glo, 24 h; inhibition, % at 20 µM;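 active = inhibition of at least 40%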;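 also: mutant grown at 25 °C; 0% = DMSO wells with yeast and 100% = wells holding no yeast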
mIAP activ – activators of mouse IAP, primary screen, biochemical, luminescence, uHTS; activation factor at 10 µM; muIAP, CDP-Star luminescence, 30 min; active compounds read high; 1 = vehicle-only enzyme signal, 0 = enzyme-free wells; hit rate 0.24% among 330,000; intestinal alkaline phosphatase [Mus musculus];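 active = activation factor of at least 2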; also: the source names both 10 and 20 µM as test concentration; values of inactives mirror those of a sister screen read the other way
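Assay system: mouse IAP enzyme; reagent: chemiluminescent substrate CDP-Star; dosing: test compounds delivered from DMSO solution; schedule: 30 min at room temperature; measured by: luminescence from enzymatic CDP-Star hydrolysis; controls: DMSO-only wells and no-enzyme negative control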
The depositor's hits bear a star. No enrichment for hits; 4.6% or so of the library scored in one or more.

SMILES | APOBEC3G inh | TIM10 inh | mIAP inh | hIAP inh | MIN6 prolif | A3A deaminase | NALP3 yeast inh | tim10-1 inh | mIAP activ
COc1ccc(/C=C/C(=O)O)cc1S(=O)(=O)N1CCCCC1 | -7 | 1 | -2 | -1 | -2 | 3 | -1 | 14 | 1
CCOc1ccccc1NC(=O)CCS(=O)(=O)c1cccs1 | -9 | 18 | 3 | 18 | 0 | -5 | 13 | -1 | 0.97
COc1ccc(Cl)cc1NC(=O)C(C)N(C)Cc1cccc(Cl)c1Cl (stereo not given) | -5 | -12 | -1 | 16 | -2 | -3 | 8 | 7 | 1
CC(C)(C)NC(=O)NC(=O)CN1CCCCCCC1 | -2 | 7 | -7 | -7 | -3 | -6 | 17 | 12 | 1.1
COc1ccccc1CN1CCC(n2nccc2NC(=O)CCc2ccccc2)CC1 | -7 | 4 | -42 | -63 | 1 | -5 | 8 | 20 | 1.4
Cc1cc(C)n(Cc2ccc(F)cc2)c(=O)c1C#N | -6 | -4 | 4 | -10 | -3 | 0 | 10 | 6 | 0.96
O=C(c1ccco1)N1CCN(c2ccnc3cc(Cl)ccc23)CC1 | -8 | -6 | -6 | -18 | -2 | 1 | 5 | 28 | 1.1
CCC(=O)Nc1cc2nn(-c3ccccc3)nc2cc1Cl | 1 | -2 | -2 | 2 | 0 | 3 | 10 | 4 | 1
O=C(Cc1ccccc1)Nc1ccccc1C(=O)N1CCN(c2ccccc2)CC1 | -4 | 11 | 2 | -14 | -1 | 2 | 12 | 22 | 0.98
Cc1c(OCC(=O)NCC2CCC(C(=O)O)CC2)ccc2c(-c3ccccc3)cc(=O)oc12 (stereo not given) | -4 | 2 | -15 | -8 | -4 | -1 | 3 | -13 | 1.2
Fc1ccc(F)c(C2=NNC(=Nc3ccccc3F)SC2)c1 | 3 | 12 | 12 | 0 | 0 | 1 | 19 | 27 | 0.89
CCCNC(=O)C1CCN(S(=O)(=O)c2cccs2)CC1 | -20 | 6 | 2 | -5 | 0 | -6 | 24 | -3 | 0.98
Cc1ccc(-n2c(-c3cc(C)n(C)n3)n[nH]c2=S)cc1 | 39 | 5 | 9 | 12 | 3 | -3 | 30 | 8 | 0.91
CCCCC(=O)Nc1ccc(NC(=O)C2CC2)nc1 | -1 | 16 | -3 | -12 | 0 | 0 | 12 | 6 | 1
Cc1nc2c(C(=O)NCCC(C)C)c[nH]n2c(=O)c1Cl | 2 | 8 | -2 | 5 | -3 | -1 | 2 | 13 | 1
CCOc1ccc(Oc2ccccc2NC(=O)CSCC(=O)Nc2cc(C)on2)cc1 | -5 | 3 | 6 | -4 | -4 | 1 | 16 | 13 | 0.94
CN(C)c1ccc(C(=O)Nc2ccc(S(=O)(=O)Nc3nccs3)cc2)cc1 | 3 | -12 | -6 | 10 | -3 | 6 | 17 | 3 | 1.1
COc1ccc(CNC(=O)Cn2nc([N+](=O)[O-])cc2C)cc1 | -10 | 2 | 9 | -9 | -3 | -4 | 13 | 2 | 0.91
Cc1c(NC(=O)C2C3C=CC(C3)C2C(=O)O)c(=O)n(-c2ccccc2)n1C (stereo not given) | -3 | 2 | 8 | 4 | -3 | 3 | -6 | 4 | 0.92
CCCN(Cc1cc2cc(OC)ccc2[nH]c1=O)C(=O)c1ccco1 | -4 | -9 | 6 | -10 | 0 | -1 | 9 | -1 | 0.94
Cc1cc(N2C(=O)C(O)=C(C(=O)c3cc4ccccc4o3)C2c2ccc([N+](=O)[O-])cc2)no1 (stereo not given) | -4 | -8 | 12 | -4 | -3 | -4 | 28 | 12 | 0.89
CC(=O)Nc1nc2ccc(-c3nc4ccccc4o3)cc2s1 | 2 | 28 | 15 | -10 | -3 | 7 | 35 | 39 | 0.85
CCN(CC(=O)Nc1ccccc1OC)C(=O)CN1C(=O)NC(C)(c2ccc(C)cc2)C1=O (stereo not given) | 1 | 8 | 3 | -5 | -3 | 0 | 12 | -3 | 0.97
Cn1c(=O)c2ccccc2n(CC(=O)NCCC2=CCCCC2)c1=O | -11 | -5 | 7 | 4 | 0 | -4 | 10 | 1 | 0.93
COc1ccc([C@@H]2[C@@H]3C(=O)N(C(C)(C)C)C(=O)[C@@H]3[C@]3(C)C(=O)N(c4cccc(Cl)c4)C(=O)N23)cc1 | -6 | -5 | 1 | 3 | -1 | -2 | 7 | -20 | 0.99

The list goes on (2 carried over from the part before).
SMILES | APOBEC3G inh | TIM10 inh | mIAP inh | hIAP inh | MIN6 prolif | A3A deaminase | NALP3 yeast inh | tim10-1 inh | mIAP activ
Cn1c(=O)c2ccccc2n(CC(=O)NCCC2=CCCCC2)c1=O | -11 | -5 | 7 | 4 | 0 | -4 | 10 | 1 | 0.93
COc1ccc([C@@H]2[C@@H]3C(=O)N(C(C)(C)C)C(=O)[C@@H]3[C@]3(C)C(=O)N(c4cccc(Cl)c4)C(=O)N23)cc1 | -6 | -5 | 1 | 3 | -1 | -2 | 7 | -20 | 0.99
COc1cccc(N=Cc2c(O)n(-c3cccc(C)n3)c(=O)c3ccccc23)c1 | -8 | 26 | 16 | 24 | -1 | -5 | 10 | 24 | 0.84
O=C(CN1C(=O)NC(Cc2c[nH]c3ccccc23)C1=O)Nc1ccc(F)c(F)c1F (stereo not given) | -8 | -4 | -4 | -9 | -4 | -5 | 13 | 12 | 1
Cc1cc(Cl)c(Cl)cc1S(=O)(=O)NCCCn1ccnc1 | -5 | -4 | 4 | -25 | -4 | -2 | 2 | 11 | 0.95
CN1CCN(C(=S)Nc2cccc(S(=O)(=O)N(C)C)c2)CC1 | -8 | -7 | -2 | -1 | -3 | -2 | 8 | -4 | 1
O=C(COC(=O)Cc1ccc(S(=O)(=O)N2CCOCC2)s1)Nc1ccc(OC(F)F)cc1 | 3 | 11 | -1 | -6 | -2 | 12 | 9 | 9 | 1
Cc1cc(C)c(NS(=O)(=O)c2cccc3cccnc23)c(C)c1 | -3 | 14 | 15 | 1 | -2 | -3 | 25 | 22 | 0.85
COc1cccc(NC(=O)NC(C)C2CC3CCC2C3)c1 (stereo not given) | -5 | 35 | -167 | 6 | 3 | -3 | -14 | 25 | 2.7*
CCSCc1nnc(SCC(=O)c2ccc(OC)cc2)n1C | -2 | -4 | 3 | 4 | -1 | -1 | 0 | 15 | 0.97
Cc1ccccc1N1CCN(C2CCCN(C(=O)CCC3(C)CC3)C2)CC1 (stereo not given) | -5 | -1 | 2 | -21 | 0 | -1 | 13 | 17 | 0.97
COC(=O)c1ccc(CN2C(=O)NC3(CCC(C)CC3)C2=O)cc1 (stereo not given) | -3 | -7 | -2 | -5 | -2 | 2 | 4 | 31 | 1
Cc1ccc(N=C2NC(=O)/C(=C\c3cccs3)S2)cc1C | -10 | 15 | 11 | -9 | 0 | -1 | 25 | 3 | 0.89
N#Cc1nc(N2CCCCC2)nc(N2CCOCC2)n1 | -5 | -20 | 1 | 7 | -2 | -1 | 35 | -17 | 0.99
Cc1ccc(-c2ccc(S(=O)(=O)NCc3ccco3)cc2)cc1 | -7 | 21 | 2 | -3 | -4 | -3 | -9 | -3 | 0.98
C/C(=N\NC(=O)C(c1ccccc1)c1ccccc1)c1ccccn1 | 0 | 13 | 11 | -4 | -3 | -1 | 12 | 22 | 0.89
CCC(C)NC(=O)CSC1=Nc2ccccc2C2=NC(CC(=O)NCc3ccc(F)cc3)C(=O)N12 (stereo not given) | 2 | 10 | 15 | 1 | 4 | 6 | 2 | 11 | 0.85
COc1cc(C2/C(=C(\O)c3ccc4c(c3)OCCO4)C(=O)C(=O)N2c2nnc(C)s2)cc(OC)c1OC (stereo not given) | -5 | 5 | 1 | -21 | -3 | -7 | 1 | 1 | 0.99
c1ccc2nc3c(nc2c1)OCC1CCCCN31 (stereo not given) | -7 | -8 | 2 | 0 | -2 | -3 | 1 | -3 | 0.98
Nc1c(-c2ccccc2)cnn1-c1cccc([N+](=O)[O-])c1 | 3 | -24 | -1 | -15 | 0 | -3 | 34 | -9 | 1
COc1ccc(CCC(=O)Nc2nnc(C(F)(F)F)s2)cc1 | -8 | 9 | 15 | 0 | 8 | -3 | 21 | -6 | 0.85
COc1ccc(CCNC(=O)c2[nH]c(C)c(C(C)=O)c2C)cc1OC | 0 | 5 | 5 | 0 | -4 | -1 | 4 | -5 | 0.95
COc1cccc(CNc2ccc(S(=O)(=O)N3CCN(C)CC3)cn2)c1 | -9 | 0 | -12 | 8 | 5 | -5 | -4 | 3 | 1.1
CCOCc1c(C(=O)NC2=Nc3ccccc3NC(CC)=C2C(=O)OCC)oc2ccccc12 | 10 | 13 | -6 | -2 | -5 | 0 | 15 | 28 | 1.1
CC(NC(=O)c1ccc(Cl)c(S(=O)(=O)N2CCCCCC2)c1)c1cccnc1 (stereo not given) | -4 | -12 | 8 | -14 | -2 | -3 | 23 | -13 | 0.92
O=C(NC1CCCCCC1)C(=O)NC1CCCC1 | -7 | 11 | 2 | -5 | 0 | -4 | 15 | 9 | 0.98
CC(CCN(C)C)OC(=O)c1ccc(C(C)c2ccccc2)o1 (stereo not given) | -4 | 1 | 2 | 3 | -1 | 0 | 22 | -11 | 0.98

(cont.)
SMILES | APOBEC3G inh | TIM10 inh | mIAP inh | hIAP inh | MIN6 prolif | A3A deaminase | NALP3 yeast inh | tim10-1 inh | mIAP activ
CCOC(=O)C1CCN(CC(=O)c2ccc(O)c(C)c2O)CC1 | -5 | -1 | 2 | -22 | -2 | -4 | 15 | -1 | 0.98
COc1ccc(-c2nnc(SCC(=O)Nc3ncc(C(F)(F)F)cc3Cl)n2CC(C)C)cc1 | -5 | 22 | 0 | 7 | 0 | 3 | 20 | 15 | 1
O=C(NCc1cccc(F)c1)C1CCC(=O)N(C2CCCC2)C1 (stereo not given) | -4 | -3 | 4 | -7 | -5 | -2 | 15 | 11 | 0.95
CC(=O)N1CCN(Cc2nc3cc([N+](=O)[O-])ccc3n2C)CC1 | -6 | 16 | 3 | -20 | -2 | 3 | 16 | 9 | 0.97
NC(=O)C1CCN(c2nc(-c3ccccc3Br)cs2)CC1 | -8 | -2 | 14 | 0 | -6 | 1 | 24 | -4 | 0.86
CC(=O)NC1=NN(C(C)=O)C(C)(CCS(=O)(=O)c2ccc(Br)cc2)S1 (stereo not given) | -4 | 10 | 0 | 3 | -2 | -1 | -1 | -1 | 1
O=C(c1ccc(Cl)c(S(=O)(=O)N2CCOCC2)c1)N1CCN(c2ccccc2F)CC1 | -2 | 13 | 8 | -30 | 3 | -1 | 7 | -7 | 0.92
CCN(C(=O)Cc1cccs1)c1nnc(-c2cccnc2)s1 | 1 | 3 | 9 | -4 | 0 | 3 | 20 | -8 | 0.91
O=C(c1ccco1)N1CCN(c2nnc(-c3ccccc3)c3ccccc23)CC1 | -1 | 40 | 1 | 2 | -1 | -3 | 6 | 32 | 0.99
COc1ccc(C(=O)N(C)C2CCCc3ccccc32)cc1OC1CCN(C(C)C)CC1 (stereo not given) | -8 | -5 | 8 | -24 | -7 | -2 | 14 | 1 | 0.93
